Compound activity: PubChem, Sanford-Burnham Center for Chemical Genomics
TIM10 inh = TIM10 yeast growth inhibition | S. cerevisiae TIM10 strain growth, BacTiter-Glo luminescence, 24 h | inhibition, % at 10 µM | 330,000 tested, 1.4% active | AID 463195;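 active means inhibition of 40% or more at the single tested concentration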;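 further: wild-type TIM10 isogenic control strain grown at permissive 25 °C; 0% = DMSO yeast wells and 100% = minimal medium wells without yeast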
MPTP block = inhibitors of mitochondrial permeability transition pore. isolated mouse mitochondria, Ca2+ swelling absorbance, 30 min. inhibition, % at 10 µM. 360,000 tested, 1.4% active. AID 602449;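 active means inhibition of 50% or more, scaled per plate between neutral and stimulator controls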;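 further: 0% = DMSO wells given calcium and 100% = 1 mM EGTA wells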
MIN6 prolif = induces beta-cell replication in MIN6 cells | MIN6 cells proliferation, ATPlite luminescence, 48 h; cells starved in 0.2% serum; 100% = growth in 10% serum | proliferation, % at 10 µM | 330,000 tested, 0.29% active;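 active means compounds whose signal lies at least 3.5 SD above the mean of all wells on their plate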;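 further: 0% = DMSO-treated cells in low-serum medium and 100% = 10% serum control; some compounds called inactive have numbers as strong as hits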
APJ antagonist = antagonists of human APJ apelin receptor; CHO-K1 APJ beta-arrestin complementation, luminescence; inhibition, % at 20 µM; 330,000 tested, 0.32% active; AID 2521;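 active means inhibition above about 40% at 20 µM, limit read from the data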;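 further: cells challenged with 10 nM apelin-13 agonist together with compound; plate controls were apelin-13 plus DMSO wells for no effect and DMSO wells lacking apelin-13 for full effect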
Target sequence (P35414 whole entry, looked up): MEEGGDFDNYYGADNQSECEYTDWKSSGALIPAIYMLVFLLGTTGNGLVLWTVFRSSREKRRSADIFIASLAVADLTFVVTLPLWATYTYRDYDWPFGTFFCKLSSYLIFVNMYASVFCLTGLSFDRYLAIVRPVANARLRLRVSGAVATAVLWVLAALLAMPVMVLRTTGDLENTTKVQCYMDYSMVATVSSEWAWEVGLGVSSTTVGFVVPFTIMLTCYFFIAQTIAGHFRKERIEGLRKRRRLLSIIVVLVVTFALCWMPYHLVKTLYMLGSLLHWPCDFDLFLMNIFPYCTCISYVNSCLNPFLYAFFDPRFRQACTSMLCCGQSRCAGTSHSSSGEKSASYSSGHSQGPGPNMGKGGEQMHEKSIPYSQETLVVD
APJ ag = APJ receptor agonism | CHO-K1 APJ PathHunter beta-arrestin, luminescence; 0% DMSO wells, 100% apelin | activation, % at 20 µM | 330,000 tested, 0.11% active | P35414;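 active means activation more than six SD over the plate average, tested at 20 µM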;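 further: 0% = DMSO alone and 100% = apelin-13 at 10 nM; some results filed as inactive read as strong as hits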
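assay system = CHO-K1 APJ beta-arrestin complementation cell line | input = cell density 1000 per well | dosing = compound 20 µM once, DMSO 1% | timing = compound 90 min 25 °C, reagent 1 h | measured by = luminescence from split beta-galactosidase complementation, Galacton Star/Emerald II substrate | read-out basis = APJ agonist activity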
GRIN3A LBD mod = NR3A (human) ligand-binding domain modulation; AID 1259313; Tm shift relative to glycine control, % at 25 µM; 340,000 tested, 2.5% active; NR3A LBD differential scanning fluorimetry, Tm shift; 0% = protein alone, 100% = glycine-bound protein;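 active means melting temperature shift of at least 10% of the positive control shift, at one fixed dose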
NALP3 yeast inh = inhibitors of NALP3 inflammasome in yeast. Yeast reconstituted NLRP3/ASC/caspase-1, beta-gal luminescence, 24 h. inhibition, % at 10 µM. 330,000 tested, 0.39% active. AID 2825;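 active means inhibition of 50% or more; inactive means inhibition below 50%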;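 further: plate controls were induced DMSO wells for no effect and uninduced yeast grown without galactose for full effect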
tim23-1 inh = growth inhibitors of tim23-1 mutant yeast; S. cerevisiae tim23-1 growth, BacTiter-Glo luminescence, 24 h; inhibition, % at 20 µM; 330,000 tested, 1.3% active; AID 463212;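 active means growth inhibition of the mutant yeast at or above 50%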;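 further: temperature-sensitive mutant grown at 25 °C; plate controls were DMSO-treated mutant yeast for no effect and medium wells lacking yeast for full effect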
tim10-1 inh = growth inhibitors of tim10-1 mutant yeast | S. cerevisiae tim10-1 ts strain growth, BacTiter-Glo, 24 h | inhibition, % at 20 µM | 330,000 tested, 2.2% active | AID 463190;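 active means inhibition of at least 40%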;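 further: mutant grown at 25 °C; 0% = DMSO wells with yeast and 100% = wells holding no yeast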
* = called active by the depositor; · = no result given.

SMILES	TIM10 inh	MPTP block	MIN6 prolif	APJ antagonist	APJ ag	GRIN3A LBD mod	NALP3 yeast inh	tim23-1 inh	tim10-1 inh
CCS(=O)(=O)Nc1cccc(C2=NN(S(=O)(=O)c3ccccc3)C(c3cccs3)C2)c1 (stereo not given)	13	-2.3	-4	17	-3	-3	-3	6	6
O=C1CCNc2c(Cl)cc(Cl)cc21	-6	1.2	-3	6	1	0	16	-9	-6
CCOC(=O)c1c(C)[nH]c(C)c1S(=O)(=O)N(C)CC(=O)Nc1ccccc1	6	2.5	-1	5	1	-36	1	4	-7
CCNc1nc(NCC)nc(OCCOC(C)=O)n1	7	-0.4	0	4	-3	0	4	-3	1
COc1ccc(-c2cc(C(=O)NCCc3ccc(S(N)(=O)=O)cc3)c3ccccc3n2)cc1	2	-1.1	-1	-6	-1	-6	2	-15	7
Cc1cccc(NC(=S)NC(C)C(c2cccs2)N2CCN(C)CC2)c1C (stereo not given)	1	0.4	-3	-2	-3	0	18	5	0
Cc1cc2ncc(-c3ccc(Cl)cc3)c(N)n2n1	14	-0.4	-2	7	-3	0	24	16	5
COc1ccc(-c2coc3c(C)c4oc(=O)c(CC(=O)O)c(C)c4cc23)cc1	-7	1.4	-2	-26	-2	-4	-1	15	12
CC(C)(C)Cc1nnc(NC(=O)c2cc(-c3ccccc3)nc3ccccc23)s1	23	-0.3	-3	9	4	-2	-1	24	23
CC1CN(c2nnc(-c3ccccc3)c3ccccc23)CC(C)O1 (stereo not given)	19	-0.1	-2	15	-4	-1	13	27	8
O=S(=O)(NCCNS(=O)(=O)c1cccs1)c1cccs1	-1	2.0	0	-1	3	0	2	2	-6
O=C(CN1CCc2ccccc21)Nc1ccc2c(c1)OCO2	-3	0.4	0	-3	-2	-1	21	-2	8
CN(C(=O)c1ccccc1[N+](=O)[O-])c1ccccc1C(=O)NCc1ccccc1	5	-0.4	5	-14	-7	0	8	19	9
CCc1ccc(NC(=O)N2CCC(c3ccccc3)C2)cc1 (stereo not given)	-2	0.1	-3	-2	-6	-1	9	22	-2
CC1(c2ccc(Cl)c(Cl)c2)NC(=S)N2C1NC(=S)N2c1ccccc1 (stereo not given)	17	3.0	-2	13	3	-4	17	21	26
Clc1ccc(/C=N\Nc2ccccc2)cc1	11	8.3	-1	25	-3	10*	22	30	-10
CCCCNC(=O)c1cn(CC)c2cc(N3CCN(C(=O)c4ccco4)CC3)c(F)cc2c1=O	9	1.9	-1	6	6	1	-3	15	29
Cc1ccc(S(=O)(=O)/N=C(/Nc2ccc(F)cc2F)c2ccc(F)cc2)cc1	2	1.4	-3	-17	-4	2	-6	7	-5
O=C(Nc1ccccc1)c1ccc(NCCN2C(=O)CCC2=O)c([N+](=O)[O-])c1	-13	-1.9	0	9	-4	-1	15	13	-3
CCN(c1ccccc1)S(=O)(=O)c1ccc(C(=O)NCc2ccccn2)cc1	-1	-0.3	-4	7	10	-3	10	6	10
CCCC(=O)c1cc(F)c(N2CCN(CCC#N)CC2)cc1C	-7	-0.4	-3	6	-1	0	21	23	16
CCOc1ccccc1NC(=S)N(CCCN1CCOCC1)Cc1cn(C)c2ccccc12	9	-1.0	2	-1	-2	2	6	15	37
Cc1ccc(N(C)C(=O)C2CCCN2S(=O)(=O)c2cccc3nsnc23)cc1 (stereo not given)	11	2.9	-2	6	0	-3	-5	21	19
COc1ccc(C(=O)Nc2ccc3nc(C)sc3c2)cc1OC	19	-0.3	1	14	0	-3	12	23	1
CCCCCCn1c(C(C)O)nc2ccccc21 (stereo not given)	7	-1.1	0	26	-3	2	9	-1	2
CC1Sc2ccc(S(=O)(=O)NCCc3ccc(Cl)cc3)cc2NC1=O (stereo not given)	16	6.2	-2	9	2	-13	7	20	20
O=C(Nc1cccn(Cc2c(F)cccc2Cl)c1=O)NC1CCCCC1	11	0.2	-3	-8	-4	1	25	1	10
O=C(COC(=O)c1ccc(S(=O)(=O)N2CCCCC2)cc1)Nc1ccccc1Cl	-5	2.0	2	-13	-5	-1	23	2	1
O=C(c1ccc(F)cc1)N1CCN(c2ccccn2)CC1	-3	-2.4	-3	-1	-4	2	17	2	-4
O=C(Nc1ccc(Br)cc1Br)C1CC(=O)N(Cc2ccccc2)C1 (stereo not given)	7	0.6	-2	19	-8	-4	-2	17	6

Shown as a hit in GRIN3A LBD mod, among the entries above:
| Compound | MPTP block | APJ antagonist | APJ ag | GRIN3A LBD mod | NALP3 yeast inh |
| --- | --- | --- | --- | --- | --- |
| Clc1ccc(/C=N\Nc2ccccc2)cc1 | 8.3 | 25 | -3 | 10* | 22 |

(further entries)
SMILES	TIM10 inh	MPTP block	MIN6 prolif	APJ antagonist	APJ ag	GRIN3A LBD mod	NALP3 yeast inh	tim23-1 inh	tim10-1 inh
CCC(C)N(C(=O)Cn1nc(C)c([N+](=O)[O-])c1C)C1CCS(=O)(=O)C1 (stereo not given)	3	0.4	3	-10	7	4	18	11	2
Oc1ccc2ccccc2c1C=NCc1cn2ccsc2n1	8	-1.4	-2	3	4	0	6	43	25
O=C(COc1ccccc1)Nc1nonc1NC(=O)COc1ccccc1	7	25	-1	7	-1	8	9	6	-6
O=C(c1ccc(N2CCC3(CC2)OCCO3)c([N+](=O)[O-])c1)N1CCOCC1	4	-1.3	-2	-21	-3	0	-12	8	6
Cc1cn2c(nc1=O)OC1CC2OC1CO (stereo not given)	-7	-0.4	0	10	-4	-1	1	6	0
CC1(C)CC(=O)c2cnc(N3CCc4ccccc4C3)nc2C1	16	1.2	-2	-1	4	·	62*	71*	55*
CCOc1ccccc1Oc1c(C)oc2cc(OC(=O)N3CCOCC3)ccc2c1=O	-6	-1.8	-1	10	0	0	10	19	22
C=CCNC(=O)N1CCC(c2nc3ccccc3s2)CC1	15	0.8	-5	-1	1	1	14	10	22
COC(=O)C1=C[C@@H](C(=O)OC)[C@@H]2C3=C(C(=O)[C@]2(CC(C)C)NC(=O)c2ccccc2)[C@H](C)n2c(=O)n(-c4ccccc4)c(=O)n2[C@@H]3C1	9	-0.2	-3	17	4	-1	11	19	1
COc1ccc(-n2nnnc2SCC(=O)Nc2nnc(C)s2)cc1OC	13	0.5	-3	16	0	-1	13	8	11
Cc1cc(C)c(S(=O)(=O)NCCc2cc3ccc(C)c(C)c3[nH]c2=O)c(C)c1	24	-1.4	0	-13	-3	1	7	11	14
O=C(COC(=O)C1CC1)NCc1ccc(Cl)cc1Cl	6	-1.2	-4	-2	-2	-3	-7	4	-1
CSCCC(NC(=O)c1ccc(Cl)cc1)C(=O)OCC(=O)Nc1ccc(C#N)cc1 (stereo not given)	11	50*	0	12	-1	-1	9	5	10
CN1C(=O)[C@H]2[C@@H](C3CC3)N3C(=O)CN(Cc4ccccn4)C(=O)[C@@]3(Cc3ccccc3)[C@H]2C1=O	-2	0.5	0	-27	-1	-1	5	8	6
COc1ccc(CNC(=O)CCC(=O)N2CC(C)Oc3ccccc32)cc1 (stereo not given)	0	0.3	2	9	0	4	15	6	8
CCC1CCCCN1CCCNC(=O)c1ccc2c(c1)NC(=O)CN2C (stereo not given)	-3	-2.2	0	9	-2	0	10	12	11
Cc1ccccc1NC(=O)c1sc(NC(=O)C2CC2)nc1C	2	3.8	-1	5	-3	4	12	27	-56
CCOC(=O)Nc1cccc(NC(=O)c2cc(OC)cc(OC)c2)c1	41*	-2.3	1	14	-4	0	-2	49	22
Oc1cccnc1CCc1ccccc1	-3	-0.1	0	-2	-2	-2	-10	10	-1
COc1ccc(N2CCN(S(=O)(=O)CCNC(=O)C3CCCCC3)CC2)cc1	1	0.3	-4	21	-3	0	19	-4	-13
COc1ccc(F)cc1S(=O)(=O)Nc1ccc(C)cc1	17	1.4	-2	2	-3	-9	2	18	20
CS(=O)(=O)c1ccc(NC(=O)CCN2C(=O)C3CC=CCC3C2=O)cc1 (stereo not given)	1	-0.6	5	-43	-4	2	23	-10	-24
Cc1cccc(NC(=O)COc2ccc(-c3nn(C)c(=O)c4ccccc34)cc2)c1	10	1.8	-4	-2	2	-34	46	24	4
Cc1cc(NC(=O)c2ccc(C#N)cc2)n(-c2ccccn2)n1	18	0.5	2	13	-3	0	-3	-9	15
COc1ccc(NC(=O)COC(C)=O)cc1OC	12	-1.8	-5	-12	0	-2	-5	4	5
CCCC(=O)N(CCN1CCOCC1)c1nc2c(OC)ccc(C)c2s1	3	-0.8	-1	9	-1	4	17	1	10
COc1cc(N)n(S(=O)(=O)c2ccc(C)cc2)n1	-4	-0.3	-1	8	-4	-1	-2	4	3
O=C(CN1CCN(c2cccc(C(F)(F)F)c2)CC1)N(C1CC1)C1CCS(=O)(=O)C1 (stereo not given)	0	-0.9	-1	4	-2	0	8	-2	-7
O=C(O)COc1ccc(NC(=O)c2ccc(NC(=O)c3ccco3)cc2)cc1	13	-1.6	-5	5	-2	-5	1	6	12
COc1ccc(N2C(=NC(=O)C3CCCCC3)SC3CS(=O)(=O)CC32)c(OC)c1 (stereo not given)	1	2.4	-3	3	-1	1	16	-9	2

In the list so far, 9 have a Cl atom.
SMILES	TIM10 inh	MPTP block	MIN6 prolif	APJ antagonist	APJ ag	GRIN3A LBD mod	NALP3 yeast inh	tim23-1 inh	tim10-1 inh
O=C1CCNc2c(Cl)cc(Cl)cc21	-6	1.2	-3	6	1	0	16	-9	-6
Cc1cc2ncc(-c3ccc(Cl)cc3)c(N)n2n1	14	-0.4	-2	7	-3	0	24	16	5
CC1(c2ccc(Cl)c(Cl)c2)NC(=S)N2C1NC(=S)N2c1ccccc1 (stereo not given)	17	3.0	-2	13	3	-4	17	21	26
Clc1ccc(/C=N\Nc2ccccc2)cc1	11	8.3	-1	25	-3	10*	22	30	-10
CC1Sc2ccc(S(=O)(=O)NCCc3ccc(Cl)cc3)cc2NC1=O (stereo not given)	16	6.2	-2	9	2	-13	7	20	20
O=C(Nc1cccn(Cc2c(F)cccc2Cl)c1=O)NC1CCCCC1	11	0.2	-3	-8	-4	1	25	1	10
O=C(COC(=O)c1ccc(S(=O)(=O)N2CCCCC2)cc1)Nc1ccccc1Cl	-5	2.0	2	-13	-5	-1	23	2	1
O=C(COC(=O)C1CC1)NCc1ccc(Cl)cc1Cl	6	-1.2	-4	-2	-2	-3	-7	4	-1
CSCCC(NC(=O)c1ccc(Cl)cc1)C(=O)OCC(=O)Nc1ccc(C#N)cc1 (stereo not given)	11	50*	0	12	-1	-1	9	5	10

Compounds were not picked by outcome (roughly 7.2% active in at least one column).
